# Source: PubChem
# EBI2 block: EBI2 receptor antagonists, beta-arrestin recruitment, primary screen, cell-based, luminescence, 7a,25-OHC stimulation, uHTS. AID 651636, 2012. inhibition, % at 5 µM. 0.81% of 360,000 active. 7a,25-OHC stimulated; in the data active = inhibition above about 38%;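 note: enzyme fragment complementation signal reports receptor beta-arrestin coupling in cells; 0% = agonist plus DMSO wells and 100% = wells without agonist; some results beyond the cut were filed as inactive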
# tim23-1 inh: growth inhibitors of tim23-1 mutant yeast, primary screen, luminescence, uHTS. S. cerevisiae tim23-1 growth, BacTiter-Glo luminescence, 24 h. inhibition, % at 20 µM. 1.3% of 330,000 active;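 active = growth inhibition of the mutant yeast at or above 50%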;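 note: temperature-sensitive mutant grown at 25 °C; plate controls were DMSO-treated mutant yeast for no effect and medium wells lacking yeast for full effect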
# APJ antag: antagonists of human apelin receptor APJ, primary screen, CHO-K1 cells, beta-arrestin complementation, luminescence; 0.32% of 330,000 active; AID 2521, 2010; inhibition, % at 20 µM;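 active = inhibition above about 40% at 20 µM, limit read from the data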;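 note: cells challenged with 10 nM apelin-13 agonist together with compound; plate controls were apelin-13 plus DMSO wells for no effect and DMSO wells lacking apelin-13 for full effect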
# APJ ag: agonists of human apelin receptor APJ, primary screen, CHO-K1 cells, PathHunter beta-arrestin, luminescence; activation, % at 20 µM; 0.11% of 330,000 active; 0% DMSO wells, 100% apelin; P35414;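 active = activation more than six SD over the plate average, tested at 20 µM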;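 note: 0% = DMSO alone and 100% = apelin-13 at 10 nM; some results filed as inactive read as strong as hits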
#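 assay system = CHO-K1 APJ beta-arrestin complementation cell line | input = cell density 1000 per well | dosing = compound 20 µM once, DMSO 1% | timing = compound 90 min 25 °C, reagent 1 h | measured by = luminescence from split beta-galactosidase complementation, Galacton Star/Emerald II substrate | read-out basis = APJ agonist activity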
# Mdm2 MdmX PPI: inhibitors of human Mdm2-MdmX association, primary screen, cell-based, luminescence, split luciferase, SaOS-2, uHTS; SaOS-2 split-luciferase Mdm2/MdmX complementation; 3% of 330,000 active; inhibition, % at 8 µM; AID 485346, 2010;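 active = inhibition of at least 50% at 8 µM in the primary screen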
# Target sequence (O15151 whole entry, looked up): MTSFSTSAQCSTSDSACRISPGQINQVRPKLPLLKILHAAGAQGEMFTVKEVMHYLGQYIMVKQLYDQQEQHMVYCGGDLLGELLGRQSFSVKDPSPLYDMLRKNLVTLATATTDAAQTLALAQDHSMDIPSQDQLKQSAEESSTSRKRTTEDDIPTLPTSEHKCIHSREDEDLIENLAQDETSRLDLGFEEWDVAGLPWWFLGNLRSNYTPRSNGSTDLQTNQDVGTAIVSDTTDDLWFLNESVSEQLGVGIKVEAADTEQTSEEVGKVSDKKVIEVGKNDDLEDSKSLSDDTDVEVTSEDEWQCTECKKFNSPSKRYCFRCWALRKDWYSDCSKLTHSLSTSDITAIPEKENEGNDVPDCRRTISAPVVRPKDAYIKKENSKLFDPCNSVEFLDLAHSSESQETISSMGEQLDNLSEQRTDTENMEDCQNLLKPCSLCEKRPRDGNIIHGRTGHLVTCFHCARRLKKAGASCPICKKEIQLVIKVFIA
# Target sequence (Q00987 whole entry, looked up): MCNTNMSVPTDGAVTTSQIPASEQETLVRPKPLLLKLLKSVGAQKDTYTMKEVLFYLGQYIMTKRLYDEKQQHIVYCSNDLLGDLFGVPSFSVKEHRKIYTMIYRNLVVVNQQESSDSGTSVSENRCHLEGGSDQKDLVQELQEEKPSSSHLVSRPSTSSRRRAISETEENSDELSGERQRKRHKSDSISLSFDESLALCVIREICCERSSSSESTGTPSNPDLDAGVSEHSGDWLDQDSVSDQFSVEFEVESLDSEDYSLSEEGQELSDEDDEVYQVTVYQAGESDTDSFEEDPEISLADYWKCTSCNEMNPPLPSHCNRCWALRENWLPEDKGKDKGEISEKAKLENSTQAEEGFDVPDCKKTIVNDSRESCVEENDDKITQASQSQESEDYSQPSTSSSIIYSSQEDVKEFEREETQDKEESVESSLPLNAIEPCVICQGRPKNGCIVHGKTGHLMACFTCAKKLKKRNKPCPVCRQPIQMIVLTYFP
# UPR XBP1 act: activators of adaptive XBP1 UPR arm, primary screen, cell-based, CHO-XBP1 luciferase reporter, luminescence, uHTS; IRE1-XBP1 UPR activation; percent of tunicamycin response, DMSO as zero; activation, % at 20 µM; 0.33% of 330,000 active;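 active = versus positive control, 20 µM dose yields 30% or more activation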;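 note: 100% = tunicamycin at 10 µg/mL and 0% = DMSO only wells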
#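 assay system = CHO-XBP1 luciferase reporter cells | amount = 1000 cells/well | buffer or medium = F12 plus 10% FBS | compound dosing = single point, 20 µM final compound, 1% DMSO | incubation = 16-18 h cell attachment at 37 °C, then 6 h compound exposure | detection = Steady-Glo luminescence read | controls = tunicamycin 10 µg/mL and vehicle-only wells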
# UPR CHOP act: activators of apoptotic CHOP UPR arm, primary screen, cell-based, CHO-CHOP luciferase reporter, luminescence, uHTS; 0.34% of 330,000 active; AID 449763, 2010; activation, % at 10 µM; UPR activation; percent of tunicamycin response over DMSO baseline;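 active = at 10 µM dose, activation of 40% or more, normalized to positive control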;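 note: 100% = tunicamycin at 10 µg/mL and 0% = DMSO alone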
#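 System: CHO-CHOP luciferase reporter cell line; amount: 500 cells/well; buffer or medium: F12 medium containing 10% fetal bovine serum; incubation: 6 h compound exposure at 37 °C after overnight seeding; measured by: luciferase luminescence after 10 min with Steady-Glo reagent; evaluation: % reporter activation, DMSO baseline versus tunicamycin full activation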
# CXCR6 block: CXCR6 receptor inhibitors, primary screen, cell-based, beta-arrestin, luminescence, CHO-K1 PathHunter, 1536-well; AID 602244, 2012; 0.36% of 360,000 active; inhibition, % at 20 µM; C-X-C chemokine receptor type 6 (Homo sapiens), O00574; in the data active = inhibition above about 34%, passing the limit was not always enough;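 note: antagonist mode with CXCL16 agonist at 10 nM final; 0% = 10 nM CXCL16 with DMSO and 100% = unstimulated wells without agonist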
# CCR6 antagonist: CCR6 receptor antagonists, primary screen, cell-based, CHO-K1, luminescence, beta-arrestin, uHTS. C-C chemokine receptor type 6 (Homo sapiens), P51684. CHO-K1 CCR6 PathHunter beta-arrestin, CCL20-stimulated. inhibition, % at 20 µM. 0.49% of 340,000 active;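 active = compounds whose inhibition of the agonist-driven luminescence signal at 20 µM reaches about 50%, limit read from the data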;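 note: cells stimulated with CCL20 at 14 nM final; plate controls were DMSO with CCL20 for no effect and DMSO without agonist for full effect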
# An asterisk follows results filed as active; · = no result given.
# Order of values – EBI2 block	tim23-1 inh	APJ antag	APJ ag	Mdm2 MdmX PPI	UPR XBP1 act	UPR CHOP act	CXCR6 block	CCR6 antagonist
CCCCn1c(SCC(=O)N2c3ccccc3CCc3ccccc32)nc2c1c(=O)n(C)c(=O)n2C
 : 25.6	-16.2	14.2	-7.2	38.2	0.5	2.6	19.7	19.3
Cc1ncc([N+](=O)[O-])n1CC(C)O (stereo unspecified)
 : -8.7	-7.6	9.1	-3.2	11.0	-8.1	0.9	-5.9	10.1
Nc1cc2c(cc1[N+](=O)[O-])OCCO2
 : -2.4	10.9	15.7	-1.8	-6.2	-2.4	-0.2	5.1	13.9
Cc1cc(C(=O)NNc2c(Cl)cccc2Cl)no1
 : -2.7	-2.4	-8.3	0.3	11.7	-1.8	3.4	9.1	18.0
CCOC(=O)c1oc2ccc(CNC3CCCCC3)c(Cl)c2c1C
 : -10.4	19.8	3.2	-5.3	25.9	-0.1	-1.6	5.1	19.9
Cc1cc(=O)[nH]c(-n2[nH]c3c(c2=O)CCCC3)n1
 : -3.6	6.4	-0.2	-4.5	2.2	0.3	-1.9	11.2	20.6
CCN(CC(=O)NCC1CCCO1)S(=O)(=O)c1ccc2ccccc2c1 (stereo unspecified)
 : -19.9	4.2	12.5	-2.9	1.1	-1.6	-0.3	1.2	9.0
CCCCn1c(=O)c(CCC(=O)OCC(=O)Nc2ccc(C)c(Cl)c2)nc2ccccc21
 : ·	6.0	-7.8	1.3	-16.8	1.1	2.3	·	·
CCN(CC)c1ccc(NC(=O)c2cc3ccccc3o2)c(C)c1
 : 20.1	22.5	-15.0	3.9	-8.7	3.0	2.9	-0.5	-5.5
CCC(C)(C)NC(=O)C(c1cccs1)N(CC1CCCO1)C(=O)Cn1nnc2ccccc21 (stereo unspecified)
 : -7.2	17.2	-8.6	-2.1	19.2	-3.4	-4.7	-1.5	-10.4
Cc1ccccc1C(N)c1ccncc1 (stereo unspecified)
 : 8.9	-8.4	8.1	2.8	7.3	-1.8	0.2	6.8	15.5
O=C(CC1SC(=O)N(Cc2ccccc2Cl)C1=O)Nc1nccs1 (stereo unspecified)
 : 7.8	-11.8	3.0	-3.7	5.4	0.0	-1.3	6.8	-1.1
CNC(=O)CSCc1cnn(-c2ccccc2)c1-n1cccc1
 : -8.6	11.9	-0.9	-5.4	8.8	0.4	-2.6	-9.0	10.2
CC(C)(C)NC(=S)NC(=O)C12CC3CCC(CC(C3)C1)C2
 : -5.6	50.1*	24.9	-0.8	4.9	0.1	0.9	8.2	23.1
CNc1snc(C)c1C(=O)OCC(=O)NCc1ccccc1OC
 : 3.8	6.6	3.9	-1.0	-7.0	-1.2	1.6	3.6	5.2
Cc1ccc(NC(=O)COc2ncnc3ccccc23)cc1S(=O)(=O)N1CCOCC1
 : -4.5	-1.2	-24.2	-3.4	12.5	-1.2	0.1	-5.4	1.7
COc1ccccc1NC(=O)c1sc2ncn(CC(=O)Nc3ccccc3)c(=O)c2c1C
 : 7.0	0.5	-0.7	-3.7	54.9*	8.9	-0.8	-1.1	10.4
CCCSc1nc2sc3c(c2c(=O)[nH]1)CC(C)CC3 (stereo unspecified)
 : -12.0	4.1	-34.8	-1.0	18.9	4.7	0.8	-6.6	-6.5
COc1ccccc1COC(=O)C(NC(=O)c1ccc(C)cc1)C(C)C (stereo unspecified)
 : -0.1	30.4	13.1	0.9	17.8	1.2	1.4	-3.6	4.4
CCNC(=S)Nc1cc2oc3ccccc3c2cc1OC
 : -6.9	34.0	-4.5	-1.9	10.6	2.0	2.0	1.1	-5.9
Cc1cccc(C)c1NC(=O)CN1CCN(CC(=O)c2cc(C)n(C3CC3)c2C)CC1
 : -5.5	-14.7	-12.2	-0.4	2.1	-1.2	-1.7	-2.7	4.7
O=C(c1cccc(Br)c1)N1CCN(S(=O)(=O)N2CCCCC2)CC1
 : -8.2	8.9	-34.5	-3.1	-12.6	-3.7	-0.5	-4.7	-0.8
CC1CCCC(NC(=O)COC(=O)c2ccc([N+](=O)[O-])o2)C1C (stereo unspecified)
 : -8.3	33.3	-13.3	5.8	18.5	0.3	-1.6	-7.3	-8.3
CC(=O)N1c2ccc(S(=O)(=O)N3CCCC(C(=O)NC4CCCC(C)C4C)C3)cc2CC1C (stereo unspecified)
 : 3.5	10.5	-4.7	-2.9	39.4	-3.3	-0.4	-2.1	5.1
CCOC(=O)c1cc(CC)sc1NC(=O)CN1CCN(C(=O)c2ccco2)CC1
 : 2.3	33.8	-12.4	-0.5	2.4	-4.6	1.3	7.2	12.2
Cn1c(N)c(C(=O)COC(=O)c2ccc3c(c2)C(=O)N(c2ccc(Cl)cc2)C3=O)c(=O)n(C)c1=O
 : 3.5	6.9	0.1	-0.2	8.3	-0.3	-2.4	1.2	25.3
O=C(/C=C/Nc1ccccc1)c1cnc(-c2ccccc2)s1
 : -11.7	25.0	-19.0	3.7	-21.9	-0.9	5.5	0.7	30.5
O=C(CSc1nnc(NC(=O)c2ccco2)s1)Nc1cccc(F)c1
 : -10.0	15.6	-10.2	-1.7	-12.0	1.2	3.8	-1.8	3.3
Cc1oc(-c2ccccc2F)nc1CN1CCC(C(=O)NC2CC2)CC1
 : -13.4	3.4	-1.2	-1.8	-16.8	-0.8	1.8	4.6	4.8
Cc1cccc(NC(=O)NC2CCCc3ccccc32)c1 (stereo unspecified)
 : -2.8	10.2	7.8	5.9	-16.2	-0.9	-1.9	-2.8	-10.9

# Entries listed so far shown as hits in Mdm2 MdmX PPI.
SMILES,EBI2 block,APJ antag,APJ ag,Mdm2 MdmX PPI,UPR XBP1 act,CXCR6 block,CCR6 antagonist
COc1ccccc1NC(=O)c1sc2ncn(CC(=O)Nc3ccccc3)c(=O)c2c1C,7.0,-0.7,-3.7,54.9*,8.9,-1.1,10.4

# Later entries
# Order of values – EBI2 block	tim23-1 inh	APJ antag	APJ ag	Mdm2 MdmX PPI	UPR XBP1 act	UPR CHOP act	CXCR6 block	CCR6 antagonist
CCOC(=O)c1c(C)[nH]c(C(=O)COC(=O)c2ccncc2)c1C
 : 0.9	5.8	-18.9	2.0	14.3	1.3	0.7	7.7	5.2
O=C(c1ccc(F)cc1)C1CCN(C(=O)Nc2ccccc2Cl)CC1
 : 27.3	8.2	3.9	-3.9	11.9	1.1	1.3	9.2	-6.4
CC(C)(C)C(=O)O/N=C(\N)c1ccc(Br)cc1
 : -0.7	24.5	-3.8	-1.6	42.2	5.1	2.4	1.2	-5.2
CCCn1c(SCC(=O)NC2CCCCC2)nnc1-c1cccnc1
 : -7.6	-9.5	-0.4	0.4	7.3	-3.4	0.8	0.2	1.2
O=C(N/N=C/c1ccc(N2CCOCC2)cc1)c1ccccc1NS(=O)(=O)c1cccs1
 : -3.9	22.3	5.4	-0.7	17.8	-1.5	-0.5	7.4	-8.8
COc1ccc(OCc2nc(N)nc(Nc3ccccc3)n2)cc1
 : 13.8	20.6	-15.0	1.1	6.6	1.1	0.1	3.2	2.8
COC(=O)[C@H](CC(C)C)NC(=O)CCc1nnc(COc2ccccc2)o1
 : 37.0	13.6	0.5	-0.7	-5.6	-2.6	0.2	-1.8	3.2
[N-]=[N+]=NC(c1ccccc1)c1nc2ccccc2[nH]c1=O (stereo unspecified)
 : -11.8	20.5	-13.0	-0.4	-19.1	5.8	1.5	-5.7	9.2
CC(C)(C)CC(C)(C)NC(=S)Nc1ccc2nc(-c3ccccn3)c(-c3ccccn3)nc2c1
 : 12.4	10.2	-28.0	11.6	30.9	-0.2	-0.6	-3.4	19.5
COc1ccc(NC(=S)NCc2cccs2)cc1
 : -3.1	8.6	4.1	-1.4	6.3	-0.5	0.3	-10.1	-3.3
CC(C)CC(=O)Nc1ncnc2c1C(=O)CC(C)(C)C2
 : -13.4	8.8	3.3	-2.9	-10.7	-0.6	2.9	-4.7	2.3
CC(C)(C)[C@@H]1COC(=O)[C@H](Cc2ccc(F)cc2)C/C=C\C[C@H](CC(=O)N(CCO)Cc2ccccc2)C(=O)N1
 : 11.0	15.1	9.2	-0.4	20.9	-3.0	2.1	0.8	-1.6
CC(C)CNS(=O)(=O)c1ccc(OCC(=O)NCc2ccco2)cc1
 : 1.2	-1.6	-1.9	-1.5	-22.5	-2.4	1.8	1.7	3.6
CC(=O)Nc1ccc(C2CC(c3ccc(Cl)cc3)=NN2c2ccccc2)cc1 (stereo unspecified)
 : 12.3	63.1*	-13.2	-0.8	13.9	-5.6	2.6	-21.5	-11.3
COc1ccc2nc(NC(=O)c3cc(S(=O)(=O)N4CCOCC4)ccc3C)sc2c1
 : 9.0	23.2	4.9	-2.1	10.2	7.0	0.9	-0.4	4.5
O=C(Nc1ccccc1)c1ccccc1O
 : -7.6	49.4	3.9	-4.2	8.8	2.3	2.6	-4.0	-0.2
Cc1ccc(C(=O)NCC(=O)NNC(=O)CN(C)S(=O)(=O)c2ccc(Cl)cc2)s1
 : 1.2	-9.6	-13.3	-1.1	7.3	-2.4	-0.6	-5.3	12.1
O=C(CSc1ccc(F)cc1)NCC1(N2CCOCC2)CCCCC1
 : 1.3	1.6	-27.6	-5.1	-4.1	-2.8	2.2	-10.7	-0.4
COc1cc2[nH]cc(C(=O)NCc3cccs3)c(=O)c2cc1OC
 : 1.2	19.7	-17.5	3.8	-13.9	-0.4	-0.7	-8.1	-40.1
NC(=O)/C(=C/c1cccnc1)NC(=O)c1ccccc1
 : -0.8	3.9	7.6	-0.1	12.8	-2.5	-1.5	-2.9	8.8
CC1(C)CC2CC(C)(CN2C(=O)COC(=O)c2cncc(Br)c2)C1 (stereo unspecified)
 : 2.8	26.1	3.9	-0.3	-6.6	1.6	-0.8	9.6	-1.7
CC(=O)Nc1ccc(NC(=O)CSc2ncc(C(=O)Nc3ccccc3)c(=O)n2C)cc1
 : 1.1	-5.3	11.4	-5.2	2.9	-5.7	8.3	11.9	17.7
CCc1ccc(NC(=O)Cn2ccn(-c3cccc(Cl)c3)c(=O)c2=O)cc1
 : 1.7	1.2	-32.9	0.6	22.4	-3.6	2.5	2.3	13.2
CCCCOc1ccc(C(=O)Nc2ccc(N3CCN(C(=O)C(C)C)CC3)cc2)cc1
 : -7.0	25.9	-10.0	2.3	25.9	-3.7	-0.1	-6.7	8.6
CC1CCCCN1C(=O)Cn1c(=O)oc2cc(S(=O)(=O)N3CCCCC3)ccc21 (stereo unspecified)
 : -11.1	12.3	5.2	-2.2	1.9	-5.7	0.4	4.6	-1.2
COC(=O)c1cccc(S(=O)(=O)N2CCOCC2)c1
 : -10.2	11.6	12.9	1.9	18.2	-1.5	-1.3	5.6	-12.1

# A portion of the library; count on the stated rates, not on these rows.
